hgDAF12 agonist: agonists of H. glycines DAF-12 nuclear receptor. 1.8% of 370,000 active. HEK293 GAL4-hgDAF12 UAS-luciferase reporter, agonist luminescence; normalized to butyrate control. AID 687014. activation, % at 6.8 µM;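 active = activation above a cutoff set at the mean of all screened compounds plus 3 SD, cut at about 10% in these data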;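 also: 0% = DMSO wells and 100% = sodium butyrate wells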
DAX1 inh-1: NR0B1 (DAX1) inhibition. P51843. HEK293 Gal4-DAX1 luciferase reporter, luminescence. inhibition, % at 6.75 µM. AID 504766. 0.99% of 340,000 active;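 active = inhibition above the mean over all tested compounds plus 3 SD, cut at about 4.2% in these data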;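 also: 0% = DAX1-transfected cells with DMSO and 100% = empty-vector control cells with DMSO; inhibition shows as a rise in luminescence from relieved DAX1 repression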
Target sequence (P51843 207-470 limits assumed): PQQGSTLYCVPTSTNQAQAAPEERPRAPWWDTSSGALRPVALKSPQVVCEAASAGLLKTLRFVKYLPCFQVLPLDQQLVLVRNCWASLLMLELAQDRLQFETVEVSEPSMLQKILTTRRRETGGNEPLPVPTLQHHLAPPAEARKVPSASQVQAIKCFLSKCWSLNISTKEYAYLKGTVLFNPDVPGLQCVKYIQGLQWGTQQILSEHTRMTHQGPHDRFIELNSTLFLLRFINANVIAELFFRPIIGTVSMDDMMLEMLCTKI
HGIII-sPLA2 inh: Blocks human group III sPLA2 activity | Q9NZ20 | QFRET BODIPY PC-A2 liposome hydrolysis, fluorescence | inhibition, % at 12.2 µM | 0.56% of 370,000 active | AID 743126;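 active = inhibition above mean plus 3 SD of compounds lying within the high and low control bounds, cut at about 19% in these data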;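 also: 0% = median of test compound wells and 100% = no enzyme DMSO wells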
PG9 binder: binds the HIV-1 gp120 antibody PG9; TR-FRET gp120-PG9 antibody binding; inhibition, % at 6.7 µM; 0.43% of 360,000 active; AID 624416; in the data active = inhibition above about 8.5%
hcDAF12 agonist: activators of H. contortus DAF-12 nuclear receptor. 1.4% of 370,000 active. HEK293 hcDAF-12 lit1-tk-luc reporter, luminescence; 0% DMSO, 100% Δ7-dafachronic acid. AID 652067. activation, % at 6.8 µM;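 active = activation above the mean of all tested compounds plus 3 SD, cut at about 5.5% in these data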;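 also: 100% = response to 3 µM Δ7-dafachronic acid high control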
PLC-beta3 inh: inhibitors of human phospholipase C beta3. Q01970. Purified PLC-beta3, fluorogenic substrate, fluorescence. inhibition, % at 12.2 µM. 0.18% of 370,000 active; in the data active = inhibition above about 11%;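 also: 0% = median of compound wells on plate and 100% = full blocker control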
ssDAF12 agonist: activators of S. stercoralis DAF-12 nuclear receptor; HEK293 ssDAF-12/GRIP1 lit1-tk-luc reporter, luminescence; % of 3 µM dafachronic acid response; activation, % at 6.8 µM; 1% of 370,000 active;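 active = activation above the mean over all tested compounds plus 3 SD, cut at about 0.9% in these data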;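 also: 0% = DMSO-only wells and 100% = 3 µM delta7-dafachronic acid wells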
DAX1 inh-2: DAX1 (NR0B1) inhibition, primary screen. HEK293T StAR-luciferase reporter, SF-1/DAX-1 repression relief. inhibition, % at 6.8 µM. 1.1% of 370,000 active. AID 652010;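 active = inhibition above the mean over all tested compounds plus 3 SD, cut at about 3.6% in these data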;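 also: 0% = DAX-1 cells with DMSO and 100% = cells lacking DAX-1 with DMSO; higher inhibition means more luminescence from relief of DAX-1 repression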
SMARCA2 activ: SMARCA2 function activation, primary screen. 1% of 370,000 active. MG213 cells, MMTV-luciferase reporter, dexamethasone, overnight. activation, % at 9.1 µM; in the data active = activation above about 7.8%;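 also: 0% = vehicle wells and 100% = reference activator wells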
FXN GAA850 act: frataxin GAA850 promoter activation | 0.56% of 360,000 active | HEK293 lucGAA850 FXN promoter luciferase reporter, 24 h; percent of 10 µM SAHA response | activation, % at 6 µM;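 active = activation above the average of all compounds screened plus 3 SD, cutoff fixed separately per campaign, cut at about 7.5% in these data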;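 also: 0% = DMSO wells and 100% = 10 µM SAHA wells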
Rev-erbA mod: modulates human Rev-erb alpha binding to DNA | activity, % at 10 µM | AID 1259318 | P20393 | 0.79% of 370,000 active | Rev-erbα–FITC-DNA binding, fluorescence polarization, 90 min;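 active = activity above about 14%, limit read from the data; passing the limit was not always enough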;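 also: 0% = DMSO wells with 35 nM protein and 100% = DMSO wells with 750 nM protein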
Target sequence (P20393 whole entry, looked up): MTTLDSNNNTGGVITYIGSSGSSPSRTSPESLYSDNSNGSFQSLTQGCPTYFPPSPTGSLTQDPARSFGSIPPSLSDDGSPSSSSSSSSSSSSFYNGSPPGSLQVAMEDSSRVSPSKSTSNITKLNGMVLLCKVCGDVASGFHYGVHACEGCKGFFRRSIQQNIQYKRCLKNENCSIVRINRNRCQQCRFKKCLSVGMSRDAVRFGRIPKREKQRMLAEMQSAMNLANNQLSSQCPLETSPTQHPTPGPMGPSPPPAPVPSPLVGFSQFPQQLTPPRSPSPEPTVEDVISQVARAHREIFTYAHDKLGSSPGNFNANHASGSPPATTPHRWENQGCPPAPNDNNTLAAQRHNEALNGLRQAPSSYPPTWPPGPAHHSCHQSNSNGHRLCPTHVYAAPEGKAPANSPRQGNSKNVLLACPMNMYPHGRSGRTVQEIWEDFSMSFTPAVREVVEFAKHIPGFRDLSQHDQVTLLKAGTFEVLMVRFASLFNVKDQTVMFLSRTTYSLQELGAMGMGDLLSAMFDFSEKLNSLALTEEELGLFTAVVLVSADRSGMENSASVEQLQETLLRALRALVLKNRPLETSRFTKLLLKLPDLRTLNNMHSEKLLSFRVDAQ
Starred values were filed as active, the others as inactive; i = inactive; nt = not tested or not shown.

SMILES	hgDAF12 agonist	DAX1 inh-1	HGIII-sPLA2 inh	PG9 binder	hcDAF12 agonist	PLC-beta3 inh	ssDAF12 agonist	DAX1 inh-2	SMARCA2 activ	FXN GAA850 act	Rev-erbA mod
CC(=O)c1c(COC(=O)c2cccnc2)nc2ccccc2[n+]1[O-]	2.4	-0.4	13	0.1	0.4	-4	0.3	1.1	-1	-0.9	-5
COc1ccc(OCC(=O)Nc2c3c(nn2-c2ccc(OC)cc2)CS(=O)(=O)C3)cc1	0.4	-0.4	8	-2.4	0.4	-7	-0.8	0.9	2	3.3	-3
COc1ccc(NC(=O)N(C)C[C@@H]2OCc3cnnn3CCCC(=O)N([C@H](C)CO)C[C@@H]2C)cc1	-0.6	1.5	6	-1.1	-1.2	-3	-1.1	2.1	-4	0.6	6
CSc1ccc(-c2cc(=O)c3ccccc3o2)cc1	18*	1.3	-15	0.7	10*	i	3.1*	3.9*	12*	7.1	0
COCCN(C(=O)COC(=O)c1ccccc1Oc1ccccc1)c1c(N)n(Cc2ccccc2)c(=O)[nH]c1=O	-0.3	-0.9	-8	-1.3	-1.0	-6	-1.3	-1.1	0	-1.7	9
COc1ccc(-c2cn3ccsc3n2)cc1	14*	0.7	-1	-3.8	6.3*	-1	0.5	4.6*	1	4.2	-1
CCOCCCNC(=O)C(C)NS(=O)(=O)c1ccc(C)cc1 (configuration not stated)	-0.8	-0.2	0	-0.3	1.5	3	-0.8	0.3	5	0.3	-6
O=C(CN1c2cccc3cccc(c23)S1(=O)=O)NCc1ccc(Cl)cc1	-3.7	-0.8	-14	-1.4	-1.5	-262	-1.5	0.3	1	1.2	-2
COc1ccc2ccccc2c1CNCc1ccc(C)cc1	0.2	0.0	-8	-1.4	-2.5	-7	-1.4	-0.3	-1	-0.9	5
CCOc1ccc(-n2c(SCC(=O)Nc3nccs3)nc3c(c2=O)SCC3)cc1	-2.2	-0.2	14	-0.8	1.4	-4	-1.1	0.0	0	0.4	-4
COc1ccccc1C(=Cc1ccc([N+](=O)[O-])cc1)C(=O)O	-0.4	0.9	5	-0.1	1.7	1	-1.0	0.8	-3	2.4	-7
Cc1cccn2c(=O)c(/C=C(\C#N)C(=O)NC3CCS(=O)(=O)C3)c(N3CCC(C)CC3)nc12 (configuration not stated)	-2.0	-0.6	-9	2.1	-3.1	-55	-1.6	-0.4	-1	2.3	-3
Cc1ccc(NC(=O)COc2cccc3ccccc23)c(O)c1	-0.8	-0.1	-31	-0.7	-1.4	-3	-1.0	-1.3	-1	3.6	0
O=C(O)CN1C(=O)/C(=C\c2ccccc2OCc2ccccc2)SC1=S	1.7	-1.4	-20	-1.2	0.7	-7	-0.5	1.4	-3	0.3	-3
CS(=O)(=O)N(CC(=O)N1CCCCCC1)c1cccc(Br)c1	-1.8	-0.5	2	0.2	-1.4	0	-0.6	-0.3	-3	2.1	2
O=C(Cc1ccc2ccccc2c1)Nc1ccccc1Br	-0.7	1.8	3	-1.4	-0.7	-5	-1.0	-0.2	2	1.9	3
COCCn1c(=O)[nH]c2cc(C(=O)NCCCN3CCN(c4ccc(F)cc4)CC3)ccc2c1=O	-0.7	1.1	1	3.0	-1.1	-54	-1.5	-2.2	-2	-2.1	-1
CN(C)S(=O)(=O)c1ccc(C(=O)Nc2nnc(SCC(=O)N3CCOCC3)s2)cc1	0.2	-0.1	7	-0.3	-0.3	-1	-0.9	-0.4	-1	0.5	-3
CC(=O)O[C@@H]1C=C[C@@H](C#Cc2ccc(C(C)(C)C)cc2)O[C@@H]1COC(=O)Nc1ccccc1	0.5	nt	-17	-2.0	-2.7	7	-1.7	-1.9	-7	nt	3
CCN(CC)S(=O)(=O)c1cccc(NC(=O)C2SC(=Nc3ccc(C)cc3C)C(C(=O)NC(C)COC)=C2N)c1 (configuration not stated)	-1.0	-1.5	-22	0.9	-0.8	-4	-0.6	-0.3	0	-1.4	3
Cc1cc(Cl)ccc1OCC(=O)OC(C)C(=O)NC(N)=O (configuration not stated)	0.9	0.9	-4	0.2	-1.0	-1	-1.6	-0.4	-1	-2.7	1
Cc1ccc(S(=O)(=O)N(C)C)cc1NC(=S)NC(C)CCCC(C)C (configuration not stated)	-1.9	-2.7	-3	-1.0	-1.4	1	-1.9	-0.5	-3	3.9	3
Cc1ccnc(NC(=S)NC(=O)/C=C/c2ccc(Cl)cc2)c1	5.9	-0.8	2	0.0	-1.0	5	-0.7	0.1	-1	1.3	-2
O=C1NC(=O)/C(=C\c2ccccc2Oc2ccc(F)c(F)c2)S1	0.3	0.0	-5	-0.8	-0.6	0	-0.6	1.4	0	-0.3	-2
CC(C)N1CCc2c(-c3nc4ccccc4s3)csc2C1	5.4	nt	0	nt	-0.1	-11	-1.4	nt	nt	nt	4
O=S(=O)(Nc1nc2ccccc2nc1OCC(F)(F)F)c1cccs1	0.3	2.8	-16	1.8	0.4	-15	-0.9	-0.1	0	0.2	-4
CCOC(=O)CSc1nsc(SCC(=O)OCC)c1C#N	-0.2	0.2	-22	-1.7	0.8	1	-0.5	-0.8	-1	1.3	-4
Cc1cccc(OCC2=N/C(=C\N(C)C)C(=O)O2)c1	2.1	0.9	0	-3.0	-1.1	2	-0.5	-0.5	1	0.5	-3
Cc1cc([N+](=O)[O-])ccc1-c1ccc(/C=N/NC(=O)c2ccc(Br)o2)o1	1.8	1.3	2	0.1	5.0	-41	-1.2	-0.3	0	3.0	4
Nc1n[nH]c(N)c1N=Nc1ccccc1F	5.9	0.2	-4	-4.8	0.1	3	-0.8	0.2	-1	-0.9	0
CCOC(=O)NC1(Nc2ccc(C)cc2)Oc2ccccc2O1	0.0	0.5	4	-1.4	1.9	2	0.8	0.5	-5	4.2	-10
CC1CCN(CCCNC(=O)CCCNC(=O)Cn2cnc3sc4c(c3c2=O)CCCC4)CC1	0.6	-0.9	1	0.5	-1.7	3	-1.3	0.0	0	0.6	1
CCC(=O)N1CCc2cc(S(=O)(=O)CCC(=O)Nc3ccc(C)cn3)ccc21	1.5	3.0	-1	-3.4	0.0	-1	-1.5	-0.2	0	1.8	2
COc1ccc(-n2c(C)cc(C(=O)Cn3c(NCCO)nc4ccccc43)c2C)cc1	-0.3	0.8	-18	-2.5	-0.4	0	-1.6	-0.1	-2	0.1	-2
CCOC(=O)c1c(NC(=O)c2ccccc2C(=O)O)sc2c1CCC2	1.1	-0.4	-5	0.8	-0.5	-43	-1.1	-0.2	0	1.2	-2
CCOc1ccc(NC(=S)N2CCC(NC(=O)c3ccccc3C)CC2)cc1	-2.5	-1.2	-6	-1.5	-2.1	0	-0.7	0.2	1	-0.8	-2
Cc1ccc(NC2CCCN(C(=O)c3ccc4[nH]ccc4c3)C2)cc1C (configuration not stated)	-0.1	0.2	-4	0.7	-1.1	-4	-1.0	1.5	2	-1.6	3
Cc1ccc(S(=O)(=O)NCCC(=O)NC(C)c2ccccc2)cc1 (configuration not stated)	0.5	0.5	1	1.9	-0.6	-3	-0.8	0.1	5	0.4	1
OC(CNCC1COc2ccccc2O1)COc1ccccc1F (configuration not stated)	0.1	1.0	4	-0.5	-0.1	-6	-0.9	-0.3	-4	2.0	4
CC(=O)Nc1nc(=S)n(-c2ccccc2)[nH]1	2.6	0.8	7	0.3	-1.6	-1	-1.7	-0.1	-5	-1.8	-4
COc1ncnc2c1oc1nc(C(C)C)c3c(c12)CC(C)(C)OC3	-0.9	1.3	0	-0.3	-3.0	0	-1.2	0.3	-2	4.0	5
COc1cccc(C2NC(=S)N(Cc3ccc(F)cc3)C(C)=C2C(C)=O)c1 (configuration not stated)	-0.6	nt	-4	-0.7	-0.7	2	-0.9	0.1	-3	nt	2
CC1CC(C)CN(C(=O)c2ccc(CNc3c(N4CCCC4)c(=O)c3=O)cc2)C1 (configuration not stated)	-0.4	2.1	3	0.6	-0.3	-5	-0.8	0.2	-3	2.4	-4
CC(=O)c1ccccc1NC(=O)COC(=O)CSCC(=O)Nc1cc(C)on1	-0.2	0.2	-3	-1.8	1.0	-7	-1.1	1.8	0	0.2	4
OCCC1CN(Cc2nc3ccccc3s2)CCN1C1CCCCC1 (configuration not stated)	4.4	-2.1	1	-1.0	2.4	3	-1.1	0.2	2	2.0	-1
CC(=O)Nc1c(C)ccc(S(N)(=O)=O)c1C	-3.0	-0.4	4	-2.3	1.8	2	-0.8	0.1	1	0.7	2
Clc1cccc(CNc2nc(-c3ccccn3)nnc2-c2ccccc2)c1	-11	nt	4	nt	-3.2	0	-1.5	nt	nt	nt	-9
CN1CCc2c(sc(/N=C/c3c[nH]c4ccccc34)c2C(N)=O)C1	3.0	nt	-1	-9.2	5.9*	-143	-0.4	0.2	-3	-0.1	-13
C=CCNC(=O)C(=O)Nc1ccc2c(c1)N(S(=O)(=O)c1cccs1)CCC2	-1.9	-2.6	-5	2.4	-2.5	4	-0.5	-2.0	3	-1.0	1
COc1ccc(/C(C)=C(\C#N)C(=O)OC(C)C)cc1OC	-0.7	-0.3	-9	-1.2	-0.1	1	-1.3	0.5	2	0.1	5
CN(Cc1ccccc1)S(=O)(=O)c1ccccc1[N+](=O)[O-]	-3.0	1.7	5	0.7	0.1	-2	-1.4	-1.0	0	1.1	-3
O=C(N/C(C(=O)N1CCOCC1)=C(\Sc1ncccn1)c1ccccc1)c1ccccc1	-2.2	-0.6	-1	1.6	0.5	-44	-1.8	-0.8	-1	4.0	-1
Cc1cccc(-c2cccc3c4c([nH]c23)[C@@H]2C[C@H](N(C)C(=O)OCc3ccccc3)[C@H]([C@H](C)O)CN2CC4)c1	-1.1	nt	-7	nt	-2.4	-243	-1.6	-1.1	-5	nt	-1
CS(=O)(=O)Nc1nnc(Cc2ccccc2)s1	0.9	0.2	10	-1.3	-1.0	4	-0.7	0.3	2	1.6	6
COc1cc(/C=C/C2=CC(C)(C)NC(=S)N2)cc(OC)c1OC	-3.4	-0.4	11	-1.7	-1.1	-2	-1.3	-0.3	2	-0.6	-1
O=C(OCn1nnc2ccccc2c1=O)c1ccc(F)c(S(=O)(=O)N2CCOCC2)c1	-2.8	0.0	0	-0.8	-2.2	4	0.0	0.2	-3	1.2	-1

Assay outcomes as filed in PubChem.
